Source: PubChem (several laboratories)
PDI inh: inhibitors of human PDI, primary screen, biochemical, turbidity, single point, plate reader; Protein disulfide-isomerase (Homo sapiens), P07237; AID 588391, 2011; PDI insulin aggregation turbidity, A650, 90 min; inhibition, % at 10 µM; actives 0.052% (n = 350,000);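 active means mean inhibition across replicates of 30% or more, whatever share of single replicates reach that level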;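 further: absorbance from insulin aggregation driven by PDI reduction with DTT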
NR2E3 ag-1: NR2E3 agonists in two-hybrid cells, primary screen, cell-based, luminescence, CHO-S, Gal4-NCOR/VP16-NR2E3; AID 602229, 2012; actives 0.35% (n = 360,000); inhibition of corepressor binding, % at 3.98 µM; luciferase; Photoreceptor-specific nuclear receptor (Homo sapiens), Q9Y5X4;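 active means inhibition above the mean of all tested compounds plus 3 SD, cut at about 70% in these data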;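 further: 0% = DMSO with NR2E3 transfected cells and 100% = cells lacking NR2E3 construct; higher means lower luciferase signal from less NR2E3 corepressor binding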
Target sequence (Q9Y5X4 whole entry, looked up, the tested form may be a part): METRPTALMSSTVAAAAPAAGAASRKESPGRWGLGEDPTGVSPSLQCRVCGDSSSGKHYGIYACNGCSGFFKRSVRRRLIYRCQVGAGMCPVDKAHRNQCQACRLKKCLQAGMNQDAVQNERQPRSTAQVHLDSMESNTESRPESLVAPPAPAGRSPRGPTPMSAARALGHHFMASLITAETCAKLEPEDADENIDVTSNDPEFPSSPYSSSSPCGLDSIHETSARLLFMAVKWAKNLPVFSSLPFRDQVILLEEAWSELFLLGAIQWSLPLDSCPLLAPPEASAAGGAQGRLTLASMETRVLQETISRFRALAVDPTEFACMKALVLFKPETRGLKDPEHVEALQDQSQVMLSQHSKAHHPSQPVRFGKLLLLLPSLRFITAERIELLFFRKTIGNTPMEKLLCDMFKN
NR2E3 ag-2: inhibitors of NR2E3-RetCOR corepressor binding, primary screen, NR2E3 agonist project, biochemical, TR-FRET, GST-NR2E3, biotin-RetCOR | inhibition of corepressor binding, % at 4.78 µM | AID 2300, 2010 | 1536-well | actives 0.12% (n = 320,000) | Photoreceptor-specific nuclear receptor (Homo sapiens), Q9Y5X4;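 active means percent inhibition above the cutoff of mean plus 3 SD of all tested compounds, set per screening campaign, cut at about 20% in these data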;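 further: 0% = DMSO wells and 100% = biotin wells as full block of FRET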
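Material – GST-tagged NR2E3 plus biotinylated RetCOR corepressor · Quantity – NR2E3 fusion 1.35 nM · Times – 5 h incubation at 4 °C · Medium – pH 7.5 Tris-based buffer · Technique – TR-FRET, Eu(K)-anti-GST donor, streptavidin-D2 acceptor, ex 340, em 617/671 nm · Benchmarks – high control biotin, low control 0.6% DMSO · Format – 1536-well plates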
Peg3 promoter: Peg3 promoter-driven luciferase inhibitors, primary screen, cell-based, HeLa, luciferase luminescence | AID 588405, 2011 | inhibition, % at 20 µM | actives 1.7% (n = 360,000) | HeLa PEG-Prom luciferase reporter, overnight;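 active means inhibition of at least 50% at 20 µM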
CF NFkB inh: inhibitors of PAF-induced NF-kB signaling, primary screen, cell-based, GFP fluorescence, uHTS | KKLEB NF-kB-GFP reporter, GFP fluorescence overnight | inhibition, % at 5 µM | actives 0.86% (n = 360,000) | AID 588850, 2011;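 active means at least 50% inhibition at 5 µM, scaled per plate between neutral and stimulator controls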;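 further: PAF is a Pseudomonas aeruginosa culture filtrate used as stimulus; plate controls were PAF-stimulated DMSO wells for no effect and unstimulated DMSO wells for full effect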
Shn3 3UTR inh: reduction of Shn3 3'UTR firefly luciferase signal, primary screen, Schnurri-3 inhibitor project, cell-based, Clone20 osteoblasts, set 2; Clone20 osteoblast Shn3 3'UTR firefly luciferase, 24 h; inhibition, % at 12.5 µM; actives 0.52% (n = 360,000);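 active means mean inhibition of at least 75% with every replicate also reaching 75%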;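 further: 0% = median of neutral control wells and 100% = pilot-screen positive control compound; some compounds past the cut are filed as inactive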
HIF-2a inh: HIF-2a reporter inhibitors, primary screen, luminescence, 786-0 RCC cells. 786-0 RCC cells HIF-2a reporter, luciferase luminescence, overnight. inhibition, % at 18.8 µM. actives 0.72% (n = 360,000). AID 624352, 2012;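 active means inhibition of the luminescence signal of 40% or more relative to plate controls, in a single-dose primary screen at 18.75 µM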
MITF TRPM1 inh: inhibitors of MITF-dependent TRPM1 promoter reporter, primary screen, cell-based, SK-MEL-5, single point, luciferase; inhibition, % at 12.5 µM; actives 0.83% (n = 330,000); SK-MEL-5 TRPM1 promoter luciferase, 24 h;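 active means mean inhibition across replicates of 60% or more, whatever share of single replicates reaches that level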; further: values of inactives mirror those of a sister screen read the other way
Vif imaging: HIV Vif self-association inhibitors, primary screen, imaging, HEK293T, single point | HEK293T cells, Vif self-association by quenched fluorescence, 24 h | inhibition, % at 7.49 µM | actives 0.35% (n = 340,000) | AID 602346, 2012; in the data active means inhibition above about 50%, passing the limit was not always enough; further: some results filed as inactive read as strong as hits
CaV13 FRET inh: Primary screen for inhibitors of IQ motif and Ca2+-dependent inactivation inhibitor domain binding in CACNA1D, Förster resonance energy transfer in living cells, … | HEK cells, CFP/YFP FRET ICDI-IQ, plate reader, 10 min; percent FRET-ratio fall versus neutral wells | inhibition, % at 12.3 µM | actives 0.098% (n = 340,000) | AID 743397;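 active means mean replicate inhibition of at least 30% and at least 1% of replicates passing that level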;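 further: 0% = median of the neutral control wells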
KKLEB tox: cytotoxicity in KKLEB CF airway cells, primary screen, cytotoxicity control for CF NF-kB inhibitor project, cell-based, uHTS, fluorescence assay plates; KKLEB CF airway cells viability, ATPlite luminescence, overnight; stronger effect = lower value; cells stimulated with P. aeruginosa culture filtrate; activity change (cytotoxicity), % at 5 µM; actives 0.36% (n = 360,000); AID 602141, 2011;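 active means corrected activity change at or below -50% at 5 µM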
Numbers without * were called inactive; . = not tested or not shown.

Sequence of screens: PDI inh, NR2E3 ag-1, NR2E3 ag-2, Peg3 promoter, CF NFkB inh, Shn3 3UTR inh, HIF-2a inh, MITF TRPM1 inh, Vif imaging, CaV13 FRET inh, KKLEB tox
C[C@@H]1C[C@H](Nc2ccccc2)c2ccccc2N1C(=O)c1cccnc1
    -3.1, 19.0, -0.5, 14.1, 5.5, 15.7, -2.1, 12.8, -22.7, ., 8.1
C=CCNC(=O)N[C@@H](Cc1ccccc1)C(=O)OC
    -4.7, 28.6, 0.7, -10.9, 1.4, 21.0, 10.3, -0.3, -0.9, -4.8, 12.8
O=C1CN(C(=O)COc2ncnc3ccccc23)c2ccccc2N1
    0.6, -48.4, -0.1, 2.9, 6.1, 3.0, 16.2, 13.9, ., ., -13.3
O=C(NCc1ccc(F)cc1)C1CCCN(S(=O)(=O)c2cccnc2)C1 (stereo unspecified)
    -6.2, -8.5, 0.8, 13.0, 5.4, 2.7, 14.6, 9.5, ., -5.7, -2.7
COc1ccc(Cl)cc1NS(=O)(=O)c1cccc(C(=O)NCC2CCCO2)c1 (stereo unspecified)
    4.2, 0.2, 2.6, 18.6, -16.2, -0.7, -1.8, 6.5, -6.7, -9.7, -4.0
Cc1cc(C)cc(NC(=O)c2cc(C)nn2C)c1
    -2.4, -0.5, 2.7, -37.1, -0.7, -5.9, -30.3, -0.6, 7.8, -3.5, 12.1
O=C1c2cccc3cccc(c23)C(=O)N1CCCN(C(=O)c1cccs1)c1cccc(F)c1
    -7.0, -38.2, -1.5, 52.2*, -9.4, 32.4, 20.7, 22.5, -1.8, -4.6, -12.1
Cc1ccc2c(c1)NCCO2
    1.0, 5.6, -0.2, 7.6, 4.8, -20.6, 9.6, -2.7, -7.0, -9.3, 5.5
CCN(Cc1ccncc1)Cc1ccc(OC)cc1OC
    -6.2, -15.5, -0.5, 14.7, -19.1, 4.5, 17.1, 5.0, -0.2, 1.4, 1.3
COc1ccc(NC(=O)CN(C)C(=O)c2cccc3ccccc23)cc1
    -4.6, -9.8, -2.4, 5.2, 25.3, -18.7, -21.9, -1.0, 2.1, -5.4, 3.7
COC(=O)c1ccc(CNC(=O)C23CC4CC(CC(C4)C2)C3)cc1
    9.9, -23.9, -0.1, 13.8, 0.8, 12.6, 12.4, -1.0, 11.1, -4.5, 7.1
COc1ccc(C(=O)NC(=S)N2CCOCC2)cc1OC
    -6.1, 3.8, 1.0, 5.2, -28.0, 1.9, 0.9, 20.2, 2.2, -2.4, 12.3
Cc1cc([N+](=O)[O-])cc(/C=N\NC(=O)C2COc3ccccc3O2)c1O (stereo unspecified)
    2.0, -0.8, 1.5, 28.3, 21.3, 5.4, 9.1, -1.5, -4.5, -2.5, 2.4
Cc1cc(C)nc(CCNC(=O)c2cc(COc3c(C)cccc3C)on2)n1
    -2.7, -34.8, -0.5, -41.2, 18.5, -16.3, -48.4, -22.3, 3.3, -5.1, -12.9
CC(=O)Nc1ccc(S(=O)(=O)N(C)CC(=O)OC(C)C(=O)NC2CCCC2)cc1 (stereo unspecified)
    -2.5, -6.3, -2.8, 14.3, -18.5, -14.0, 7.1, 0.7, ., -5.5, 1.3
CC(=O)N1CCC(c2c[nH]c3ccccc23)CC1
    2.5, -4.2, -1.3, 8.8, -8.9, -21.1, 17.4, -4.8, 18.1, -20.8, -5.6
O=C(O)C1CSC(c2ccccc2Cl)N1C(=O)c1ccc(Cl)cc1 (stereo unspecified)
    5.5, -13.5, 1.4, -0.1, 11.2, 13.6, 12.7, -3.4, 3.7, -1.9, 6.8
CCOC(=O)C1=C(SCC)c2cc3c(n2C1=O)CCCC3
    -8.5, -7.7, -11.3, -0.5, 16.0, -12.7, -38.9, 0.7, -1.8, -2.7, -5.0
CCc1nc2ccc(C(=O)NCc3ccc4c(c3)OCO4)cn2c1N(C)Cc1ccc(OC)cc1
    8.0, 12.0, ., 38.2, 14.5, -13.4, 22.2, ., -7.0, -5.3, -12.0
COc1ccccc1OCC(=O)N1CCCCCC1
    0.2, -17.8, ., -9.3, -31.2, 7.5, -2.9, ., -1.6, -5.3, 18.9
CC(=O)c1ccc(Nc2cc(C)nc3ccccc23)cc1
    -8.7, -29.8, -1.0, -2.0, -12.6, -25.3, -35.7, 10.4, 0.0, -7.2, -10.7
Cc1ccc(NC(=O)CSc2nc3c(c(=O)[nH]2)CCC3)c(C)c1
    -5.6, -17.3, -1.4, -6.9, 5.9, 39.1, 5.4, -10.5, -6.8, -3.5, -1.6

Already shown: an excerpt of the list.
Sequence of screens: PDI inh, NR2E3 ag-1, NR2E3 ag-2, Peg3 promoter, CF NFkB inh, Shn3 3UTR inh, HIF-2a inh, MITF TRPM1 inh, Vif imaging, CaV13 FRET inh, KKLEB tox
C[C@@H]1C[C@H](Nc2ccccc2)c2ccccc2N1C(=O)c1cccnc1
    -3.1, 19.0, -0.5, 14.1, 5.5, 15.7, -2.1, 12.8, -22.7, ., 8.1
C=CCNC(=O)N[C@@H](Cc1ccccc1)C(=O)OC
    -4.7, 28.6, 0.7, -10.9, 1.4, 21.0, 10.3, -0.3, -0.9, -4.8, 12.8
O=C1CN(C(=O)COc2ncnc3ccccc23)c2ccccc2N1
    0.6, -48.4, -0.1, 2.9, 6.1, 3.0, 16.2, 13.9, ., ., -13.3
O=C(NCc1ccc(F)cc1)C1CCCN(S(=O)(=O)c2cccnc2)C1 (stereo unspecified)
    -6.2, -8.5, 0.8, 13.0, 5.4, 2.7, 14.6, 9.5, ., -5.7, -2.7
COc1ccc(Cl)cc1NS(=O)(=O)c1cccc(C(=O)NCC2CCCO2)c1 (stereo unspecified)
    4.2, 0.2, 2.6, 18.6, -16.2, -0.7, -1.8, 6.5, -6.7, -9.7, -4.0
Cc1cc(C)cc(NC(=O)c2cc(C)nn2C)c1
    -2.4, -0.5, 2.7, -37.1, -0.7, -5.9, -30.3, -0.6, 7.8, -3.5, 12.1
O=C1c2cccc3cccc(c23)C(=O)N1CCCN(C(=O)c1cccs1)c1cccc(F)c1
    -7.0, -38.2, -1.5, 52.2*, -9.4, 32.4, 20.7, 22.5, -1.8, -4.6, -12.1

Shown as a hit in Peg3 promoter (from the list above):
SMILES	PDI inh	NR2E3 ag-1	NR2E3 ag-2	Peg3 promoter	CF NFkB inh	Shn3 3UTR inh	HIF-2a inh	MITF TRPM1 inh	Vif imaging	CaV13 FRET inh
O=C1c2cccc3cccc(c23)C(=O)N1CCCN(C(=O)c1cccs1)c1cccc(F)c1	-7.0	-38.2	-1.5	52.2*	-9.4	32.4	20.7	22.5	-1.8	-4.6
